KCNQ2 block – KCNQ2 channel blockers in CHO-K1 cells – cell-based, FluxOR thallium flux, B-score, primary screen (AID 2156); 310,000 tested, 1.1% active; O88943; 20 min; hits give low values; B-score at 10 µM;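 active = fluorescence ratio B-score at most minus 3 library SDs, with starting brightness B-score within 2 library SDs, cut at about -5.5 in these data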
Kir21 block – Kir2.1 (mouse) channel inhibition | P35561 | HEK293-Kir2.1, FluxOR thallium flux fluorescence; hits give low values | B-score at 10 µM | 310,000 tested, 0.85% active | AID 1672;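 active = fluorescence ratio B-score at or below minus 3 SD of library scores, with starting-brightness B-score within 2 SD, cut at about -4.2 in these data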;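 note: channel flux triggered by added potassium and thallium sulfate stimulus; B-score of peak minus minimum fluorescence over baseline after thallium stimulus; more negative B-score means stronger Kir2.1 block with less thallium influx; some compounds called inactive have numbers as strong as hits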
Target sequence (P35561 whole entry, looked up): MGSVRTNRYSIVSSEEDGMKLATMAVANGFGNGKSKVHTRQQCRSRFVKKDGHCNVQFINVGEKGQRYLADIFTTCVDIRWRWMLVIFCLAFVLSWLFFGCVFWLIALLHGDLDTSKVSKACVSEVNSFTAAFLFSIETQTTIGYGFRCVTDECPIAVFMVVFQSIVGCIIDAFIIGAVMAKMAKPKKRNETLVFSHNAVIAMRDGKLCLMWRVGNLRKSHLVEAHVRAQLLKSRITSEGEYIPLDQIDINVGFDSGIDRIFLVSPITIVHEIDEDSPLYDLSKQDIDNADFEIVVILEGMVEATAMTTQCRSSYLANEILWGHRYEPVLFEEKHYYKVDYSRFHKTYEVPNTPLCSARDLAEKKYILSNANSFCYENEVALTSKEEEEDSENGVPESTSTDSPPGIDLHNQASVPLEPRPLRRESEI
An asterisk follows results filed as active; i = inactive. Compounds as they come. Share with any hit: about 1.9%.

SMILES | KCNQ2 block | Kir21 block
CCOC(=O)C1(CCOc2ccccc2)CCN(Cc2nccn2CC)CC1 | i | 0.14
CC[C@@H]1CC=C[C@H]2[C@H]1C(=O)N(Cc1ccccc1)[C@H]2c1ccc(OC)c(Cl)c1 | i | 1
Cc1cc(C)cc(NC(=O)Cn2nnc(C(=O)NCCc3ccccc3)c2N)c1 | i | 0.04
CCOC(=O)N1CCN(C(=O)CSc2ccc3nnc(CCNC(=O)c4ccccc4)n3n2)CC1 | i | 0.97
COc1cc(C(=O)NCc2nnc(SCC(=O)N3CCCCCC3)o2)cc(OC)c1OC | i | -0.06
O=S(=O)(c1cc(Cl)cc(Cl)c1)N1CCCC1c1nc2ccccc2s1 (stereo unspecified) | i | 1.1
CN1CCN(C(=O)c2c(O)c3cccc4c3n(c2=O)CC4)CC1 | i | 0.24
CCCn1c(C)cc(=O)c2cc(NC(=O)c3ccccn3)ccc21 | i | -2
O=C(Cn1nc(C(F)(F)F)c2c1CCC2)N1CCN(c2ccccc2)CC1 | i | 1.6
COC(=O)[C@@H]1C[C@@H]2CC[C@@H](O)C[C@@H]2N1Cc1ccc(OC)cc1 | i | -0.35
CC1(C)Oc2nc3ccccc3n2/C1=C\C#N | i | -0.34
Cc1snc(SCC(=O)c2ccc(F)cc2)c1C#N | i | 0.46
O=C(CNC(=O)C12CC3CC(CC(C3)C1)C2)N1CCN(S(=O)(=O)/C=C/c2ccccc2)CC1 | i | -0.22
O=C(O)/C=C/C(=O)Nc1ccc(F)cc1F | i | -0.5
N#C/C(C(=O)NCc1ccco1)=C1/SC(Cc2ccc(F)cc2)C(=O)N1c1ccccc1 (stereo unspecified) | i | 0.98

Among those listed so far, these contain a cyano group.
SMILES | KCNQ2 block | Kir21 block
CC1(C)Oc2nc3ccccc3n2/C1=C\C#N | i | -0.34
Cc1snc(SCC(=O)c2ccc(F)cc2)c1C#N | i | 0.46
N#C/C(C(=O)NCc1ccco1)=C1/SC(Cc2ccc(F)cc2)C(=O)N1c1ccccc1 (stereo unspecified) | i | 0.98

New compounds follow.
SMILES | KCNQ2 block | Kir21 block
CCC(C)(C(=O)NC1CCCC1)N(C)C(=O)Cc1c[nH]c2ccccc12 (stereo unspecified) | i | -0.31
CCOc1cc(NC(=O)Nc2ccc(F)cc2)c(OCC)cc1NC(=O)CC | i | 0.8
C=CCc1ccccc1OCC(=O)OCCNC(=O)c1cccnc1 | i | 0
CN(C)/C=C(/C(=O)c1ccc(Cl)c(Cl)c1)c1nnnn1-c1ccccc1 | i | 1.8
CC(=O)Nc1ccc(C(=O)NC(CC(=O)O)c2ccc(Cl)cc2)cc1 (stereo unspecified) | i | 0.21
COc1ccccc1NC(C)=O | i | 0.04
CCOc1ncccc1C(=O)NCc1ccccc1F | i | 0.48
CSCSC1=C(C#N)C(c2ccccc2Cl)C(C(C)=O)=C(C)N1 (stereo unspecified) | i | -1.5
O=c1oc2cc(O)ccc2s1 | i | -0.36
CCOC(=O)c1c(NC(=O)c2cnn3c2NC(c2cccc(OC)c2)CC3C(F)(F)F)sc2c1CCCC2 (stereo unspecified) | i | 0.22
Cc1cccc(C(=O)Nc2ccc(N3CCN(C(=O)c4ccco4)CC3)cc2)c1 | i | -0.57
O=C(O)c1cccc(N2C(=O)CSC2c2c(F)cccc2Cl)c1 (stereo unspecified) | i | -0.85
CN(C)Cc1c(O)ccc2cc(-c3nc4ccccc4n3C)c(=O)oc12 | i | -3.3
CC(=O)c1ccc(N2CCN(C(=O)c3cc4c(-c5ccccc5F)nn(C)c4s3)CC2)cc1 | i | -0.46
CCc1cc2c(=O)c(Oc3ccccc3)c(C)oc2cc1O | i | 0
O=C(O)CCCCCNc1nc2ncn(Cc3ccccc3)c2c(=O)[nH]1 | i | 0.31
Cc1ccc(C2CC(C(F)(F)F)n3nc(C(=O)NCc4ccco4)cc3N2)cc1 (stereo unspecified) | i | -0.88
Cc1ccc(S(=O)(=O)NC(=O)c2ccccc2C)cc1 | i | 0.28
CCN(Cc1ccccc1)C(=O)c1oc2ccc(S(=O)(=O)N3CCOCC3)cc2c1C | i | -0.6
C=CCNC(=O)N1CCCC(C(=O)c2cccc(Cl)c2)C1 (stereo unspecified) | i | -1.7
COc1ccc(C(=O)Nc2ccccc2C(=O)N/N=C/c2ccccn2)cc1OC | i | -1.1
[O-]C1=N/[N+](=C/c2ccc(Cl)cc2)CC1 | i | 0.92
Fc1ccc(NC(=S)NC2CCCCC2)c(F)c1F | i | -1.9
COCCCn1c(SCC(=O)NC2CCCC2)nnc1-c1ccco1 | i | -0.9
CC(C)(C)NC(=O)NC(=O)COc1ccc(Br)cc1Br | i | 0.92
CC(=O)NC(c1ccc(C(C)C)cc1)c1c(O)ccc2ccccc12 (stereo unspecified) | i | -0.5
CCN1CCN(C(=O)/C=C/c2ccc(OC)c(OC)c2)CC1 | i | 2.3
COc1cc(NC(=O)CSc2nc(C)c(C)c(C)n2)c(C)cc1[N+](=O)[O-] | i | 0.11
Cc1cccc(C(=O)N/C(=C\c2ccc(C)o2)C(=O)O)c1 | i | 0.79
O=[N+]([O-])c1ccc(NCCCNS(=O)(=O)c2ccccc2)c(Cl)c1 | i | -0.51
O=C(Nc1ccc(F)cc1)c1ccc(Cn2cnnn2)cc1 | i | 1.2
Cc1ccc2oc(=O)c3cc(C(=O)N4CCN(C)CC4)sc3c2c1 | i | -0.94
C/C(Cl)=C\Cn1c(=O)c2c(nc3n2CCS3)n(C)c1=O | i | 0.44
CC(C)C[C@H](NC(=O)OC(C)(C)C)C(=O)N1CCC(C(=O)O)CC1 | i | 0.77
O=C1CSCC(=O)N1Cc1ccc(Cl)cc1Cl | i | -0.15
O=C(NC1CCCC1)c1c[nH]c2ccc(F)cc2c1=O | i | 0.18
COCCN1C2=C(COC(C)(C)C2)C(=S)NC1c1ccccc1 (stereo unspecified) | i | 0.5
CCN(CC)S(=O)(=O)c1ccc(Cl)c(C(=O)NCc2ccco2)c1 | i | 0.01
O=C(Cn1c(=O)c2c3c(sc2n(Cc2ccccc2)c1=O)CCCC3)NCCO | i | 2.6
CCOc1ccc2nc(N3C(=O)/C(=C/c4ccccc4)NC3=S)sc2c1 | i | 1.2
Cc1ccc(-n2c(N)c(C(=O)NCc3cccnc3)sc2=S)cc1 | i | 0.02
NC(=O)NC(=O)CSc1nc2sc(-c3ccccc3)cc2c(=O)n1-c1ccccc1 | i | 0.16
CC(=O)Nc1ccc(S(=O)(=O)Nc2ccc3c(c2)C(=O)OC3)cc1 | i | -0.45
COc1ccc(C(=O)NN/C(C)=C/C(=O)C(F)(F)C(F)(F)C(F)(F)F)cc1 | i | -0.06
COc1ccc(S(=O)(=O)Nc2ccccn2)cc1C(=O)Nc1ccccc1 | i | 0.42

Reprinted from the entries so far (3 entries):
SMILES | KCNQ2 block | Kir21 block
CC(=O)Nc1ccc(S(=O)(=O)Nc2ccc3c(c2)C(=O)OC3)cc1 | i | -0.45
COc1ccc(C(=O)NN/C(C)=C/C(=O)C(F)(F)C(F)(F)C(F)(F)F)cc1 | i | -0.06
COc1ccc(S(=O)(=O)Nc2ccccn2)cc1C(=O)Nc1ccccc1 | i | 0.42

Following part:
SMILES | KCNQ2 block | Kir21 block
COc1ccc(-c2[nH]n(-c3ccc([N+](=O)[O-])cc3)c(=O)c2C=NCc2ccc(F)cc2)cc1 | i | -0.41
O=C(CSc1nc(C2CC2)nc2ccccc12)Nc1ccccc1 | i | 0.56
CCOc1cc(/C=C2\C(=O)ON=C2C)ccc1OCc1ccccc1 | i | 1.1
Cn1c(=O)c2c(nc(N3CCCCC3)n2CCNC2=NCCC2)n(C)c1=O | i | 1.6
O=C(NCCC(=O)N1CCCC(C(F)(F)F)C1)c1ccccc1Cl (stereo unspecified) | i | -1
COC(=O)Cc1ccc(NC(=S)NNC(=O)C2CC2)cc1 | i | -1.8
CCCS(=O)(=O)N1CCCC(C(=O)NCCCN2CCCC2=O)C1 (stereo unspecified) | i | 1.1
O=C(NC1CCCC1)C(c1ccsc1)N(Cc1ccccc1)C(=O)Cc1cccs1 (stereo unspecified) | i | -0.03
CC(=O)Oc1ccc2oc(-c3ccccc3)c(C(N)=O)c2c1 | i | -0.19
CC1CC(C)CN(c2cc(N(C)CCO)c([N+](=O)[O-])c3nonc23)C1 (stereo unspecified) | i | 1.6
N#CC1(NC(=O)COC(=O)CN2C(=O)c3ccccc3C2=O)CCCCC1 | i | -0.34
O=C(COc1ccc2ccccc2c1Br)Nn1cnnc1 | i | -1.9
c1ccc(CC2CCN(c3nc4ccccc4n4cnnc34)CC2)cc1 | i | 1.7
CC(C)CNC(=O)C1CCCN(C(=O)NCc2ccccc2)C1 (stereo unspecified) | i | -0.02
COc1ccc(NC(=O)c2ccccc2Oc2ccccc2)c(OC)c1 | i | -0.18

Single entries from above.
Reading for c1ccc(CC2CCN(c3nc4ccccc4n4cnnc34)CC2)cc1 under Kir21 block: 1.7
Reading for COc1ccc(-c2[nH]n(-c3ccc([N+](=O)[O-])cc3)c(=O)c2C=NCc2ccc(F)cc2)cc1 under Kir21 block: -0.41

(further entries)
SMILES | KCNQ2 block | Kir21 block
COc1ccc(-c2nn(-c3ccccc3)cc2C(=O)NC2CCCCC2C)cc1 (stereo unspecified) | i | -0.41
O=C(COC(=O)c1cc([N+](=O)[O-])ccc1N1CCOCC1)Nc1ccc(Cl)cc1 | i | 1.5
O=C(CCC1CCCC1)Nc1ccccc1-c1ccccc1 | i | -3.2
CCOC(=O)c1nnn(CC(=O)Nc2cccc(F)c2)c1C(=O)OCC | i | 1
O=c1oc2c(CN3CCCCC3)c(O)ccc2c2c1CCCC2 | i | 1.1
CCOc1ccc(OC(=O)NC(c2ccccc2)C(Cl)(Cl)Cl)cc1 (stereo unspecified) | i | 0.19
COc1ccccc1/C=N/NC(=O)C(=O)N1CCN(c2ccccc2OC)CC1 | i | 0.02
CC1CCc2c(nc3ncnn3c2N2CC(C)OC(C)C2)C1 (stereo unspecified) | i | 1.8
C#CCN(CC=C)C(=O)c1ccc2nc(C3CCCCC3)oc2c1 | i | 0.01
Fc1ccc(-c2csc(-c3ccccn3)n2)cc1F | i | 0.5
CC(=O)c1cccc(CN2CCC(n3nccc3NC(=O)CCOc3ccccc3)CC2)c1 | i | 0.03
O=C(N1CCOCC1)N1CCN(c2ccccc2)CC1 | i | -2.1
COc1ccc(C(CNC(=O)Cc2ccccc2F)N2CCCCC2)cc1 (stereo unspecified) | i | -1.8
O=S(=O)(Nc1ccccc1N1CCCCC1)c1ccc(Cl)s1 | i | -0.34
COCCn1c(SCC(=O)Nc2cccc(NC(C)=O)c2)nc2c([nH]c3ccccc32)c1=O | i | -1.5
CCc1c(C(=O)NCc2ccc3c(c2)OCO3)[nH]c(C)c1C(C)=O | i | -0.41
COc1ccc(OC)c(NC(=O)CN(c2ccc(C)cc2)S(=O)(=O)c2c(C)noc2C)c1 | i | 1.9
COc1ccc(C2c3ccc4ccccc4c3Oc3ncn(CCN4CCOCC4)c(=N)c32)cc1OC (stereo unspecified) | i | -0.01
CCC(=O)N1CCc2cc(S(=O)(=O)NC(Cc3ccccc3)C(=O)NC3CCCCC3C)ccc21 (stereo unspecified) | i | 2.1
COc1ccc(C2c3sc(=O)[nH]c3SCC2C(N)=O)cc1 (stereo unspecified) | i | -1.5
C=CCNC(=O)c1ccccc1CCc1ccccc1 | i | 0.42
Cc1noc(C)c1S(=O)(=O)Nc1ccccc1Oc1ccccc1 | i | -1.2
COc1cccc(N(C(=O)CNC(=O)c2ccco2)C(C(=O)NC2CCCC2)c2ccncc2)c1 (stereo unspecified) | i | -0.1
O=C(COc1ccccc1)Nc1nc2ccccc2[nH]1 | i | -0.86
C=CCn1c(CNC(=O)c2ccco2)nnc1SCC(=O)Nc1cccc(F)c1 | i | -0.03
CCCN1CCC(NC(=O)Nc2cc(Cl)ccc2OC)CC1 | i | -1.2
CN1CCC(N(C)C(=O)CCc2nc3ccccc3n2-c2ccccc2)CC1 | i | 0.08
C/C(CC(=O)NC1CCCCC1)=N\NC(=O)COc1ccc(C)cc1Br | i | -0.71
Cc1cccc2sc(NC(=O)[C@H](C)N3C(=O)C4CC=CCC4C3=O)nc12 (stereo partly specified) | i | -0.6
C/C(=N/OC(=O)c1ccc(Cl)cc1Cl)c1oc(C)nc1C | i | 0.02
O=C(Nc1ccccc1)N(O)c1ccc(Cl)cc1 | i | 0.1
Cc1cc(C)c(C#N)c(SCC(=O)OC2CCCCC2)n1 | i | -0.42
O=C(NCc1ccccn1)C1CCCCC1 | i | -0.1
Cn1c(Cn2nnc3ccccc32)nnc1SCC(=O)N1c2ccccc2CCc2ccccc21 | i | -0.05
CN(C(=O)COc1ccccc1)c1nc(-c2ccc(F)cc2)cs1 | i | -2.1
Cn1c(=O)c(C(=O)CCl)c(N)n(Cc2ccccc2)c1=O | i | -0.5
CCOC(=O)C1CCN(C(=S)NC(=O)c2cccs2)CC1 | i | 0.53
O=C(COC(=O)/C=C/c1ccccc1F)Nc1nnc(-c2ccccc2)o1 | i | -1.5
O=C(CN1CCCCCC1)Nc1ccccc1Oc1ccccc1 | i | -1.7
Nc1nonc1-n1nnc(C(=O)N/N=C/C2CC=CCC2)c1CSc1ccccc1 (stereo unspecified) | i | -0.99
CCOC(=O)C1CCN(C(=O)Nc2ccc(Cl)cc2)CC1 | i | 0.61
O=C(c1ccc(Br)s1)N1CCN(c2ncccn2)CC1 | i | 1.1

Three records drawn at random from those above:
SMILES | KCNQ2 block | Kir21 block
O=C(COC(=O)/C=C/c1ccccc1F)Nc1nnc(-c2ccccc2)o1 | i | -1.5
CCOC(=O)C1CCN(C(=S)NC(=O)c2cccs2)CC1 | i | 0.53
O=C(Nc1ccccc1)N(O)c1ccc(Cl)cc1 | i | 0.1

Compound activity deposited in PubChem by Johns Hopkins Ion Channel Center.
